# Source: PubChem BioAssay
# Wnt act – activates Wnt/beta-catenin signaling in a reporter cell assay | activator, plate reader | activation, % at 9.35 µM | 300,000 compounds, 1.2% hits | AID 743398; in the data active = activation above about 30%, passing the limit was not always enough;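 also: 0% = neutral control wells and 100% = positive control wells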
# RTF Ca sens act – increases calcium sensitivity of human cardiac regulated thin filaments; P19429+P45379; IANBD-labeled TnC RTF fluorescence at EC20 calcium; 0% EC20 calcium, 100% full calcium; activation, % at 7.2 µM; 340,000 compounds, 0.24% hits; AID 493008;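 active = activation above the mean over all tested compounds plus 3 SD, cut at about 30% in these data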;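 also: rise in fluorescence read as greater calcium sensitivity of cardiac thin filaments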
# V-ATPase pHluor – regulators of yeast V-ATPase proton transport. S. cerevisiae, pHLuorin cytosolic pH fluorescence. response, % at 10 µM. 350,000 compounds, 0.37% hits. AID 504577; in the data active = response mostly above about 7.3%, no sharp cut-off; inactive = mostly below about 5.4%; also: actives read high; inactives centre near 0; some compounds called inactive have numbers as strong as hits; reference of the scale not given here
# Pemphigus Ab inh – human desmoglein-3 autoantibody binding inhibition; P32926; DSG3-coupled beads, scFv-anti-DSG3-GFP binding, flow cytometry; hits give low values; binding (percent of control), % at 10 µM; 310,000 compounds, 0.48% hits; AID 588358;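 active = binding more than 3 SD below its plate's average and above zero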;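 also: hits lower antibody fragment binding to DSG3; some compounds called inactive have numbers as strong as hits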
# Target sequence (P32926 whole entry, looked up, the tested form may be a part): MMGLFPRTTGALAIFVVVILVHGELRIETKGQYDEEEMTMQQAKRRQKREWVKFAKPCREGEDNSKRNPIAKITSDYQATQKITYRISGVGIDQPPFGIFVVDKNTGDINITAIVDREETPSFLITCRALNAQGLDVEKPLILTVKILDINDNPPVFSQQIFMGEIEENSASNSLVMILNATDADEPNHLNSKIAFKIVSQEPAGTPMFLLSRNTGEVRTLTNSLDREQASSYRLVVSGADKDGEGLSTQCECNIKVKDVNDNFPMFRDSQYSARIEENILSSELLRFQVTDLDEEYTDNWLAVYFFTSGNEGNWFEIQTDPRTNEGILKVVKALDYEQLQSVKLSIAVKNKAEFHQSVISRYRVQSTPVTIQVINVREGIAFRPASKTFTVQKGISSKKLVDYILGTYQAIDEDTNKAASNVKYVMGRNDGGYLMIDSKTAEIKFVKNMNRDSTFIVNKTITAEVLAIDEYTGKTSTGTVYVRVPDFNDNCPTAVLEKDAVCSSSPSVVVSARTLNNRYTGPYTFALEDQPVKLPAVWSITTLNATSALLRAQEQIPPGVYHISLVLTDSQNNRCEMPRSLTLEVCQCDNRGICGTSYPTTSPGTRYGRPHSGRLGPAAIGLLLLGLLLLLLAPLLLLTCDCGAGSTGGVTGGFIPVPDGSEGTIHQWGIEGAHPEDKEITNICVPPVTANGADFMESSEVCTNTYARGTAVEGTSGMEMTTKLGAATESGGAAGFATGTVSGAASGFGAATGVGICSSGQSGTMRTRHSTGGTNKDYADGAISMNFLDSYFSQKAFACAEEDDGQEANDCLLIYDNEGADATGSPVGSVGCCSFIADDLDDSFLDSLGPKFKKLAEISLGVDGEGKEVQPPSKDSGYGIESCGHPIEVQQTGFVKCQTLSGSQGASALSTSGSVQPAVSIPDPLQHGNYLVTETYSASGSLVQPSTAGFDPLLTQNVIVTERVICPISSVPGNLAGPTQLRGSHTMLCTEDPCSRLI
# Arr AP2 block – human beta-arrestin and AP2 interaction inhibition; FITC-arrestin peptide / GST-AP2 beads, flow cytometry; AP2 beta2 appendage carries R879A mutation; inhibition, % at 10 µM; 340,000 compounds, 0.31% hits; AID 504490;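 active = inhibition above a set limit, near 3 SD of compounds lacking own fluorescence, cut at about 54% in these data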;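 also: plate controls were DMSO wells for no effect and 5 µM unlabelled arrestin peptide for full effect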
#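 Assay system: GST-AP2 R879A bound to glutathione beads, E. coli-expressed; Medium: PBS with 0.05% Tween 20 and 0.1% BSA; Also added: fluorescein-tagged arrestin peptide at 50 nM final; Timing: 12 min plus 1 h, RT; Measured by: flow cytometry, FL1 (488/535 nm); Evaluation: percent drop in bead-associated FITC signal.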
# OPRM1-OPRD1 ag – OPRM1-OPRD1 heterodimerization agonism; cells, luminescence; activation, % at 9.3 µM; 340,000 compounds, 0.3% hits; AID 504326; in the data active = activation above about 18%;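 also: 0% = vehicle-treated cells and 100% = reference agonist; values of inactives mirror those of a sister screen read the other way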
# LANA DNA inh – KSHV C-LANA DNA binding inhibition | AID 504423 | MBP-C-LANA/FAM-LBS DNA binding, fluorescence polarization | inhibition, % at 9 µM | 340,000 compounds, 0.078% hits;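 active = highest replicate inhibition at or above 60% at 9 µM, even if other replicates fall short; inactive = all replicates below 60% inhibition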;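 also: 0% = neutral control wells and 100% = 4 µM acridine orange control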
# RTF Ca sens inh – cardiac RTF calcium desensitization; P19429+P45379; 340,000 compounds, 0.12% hits; AID 493244; IANBD-labeled cardiac RTF, Ca2+ fluorescence; inhibition, % at 7.15 µM;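 active = inhibition above the mean inhibition of all tested compounds plus 3 SD, cut at about 17% in these data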;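 also: assay run at fixed EC70 calcium of 1.6 mM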
# Keap1-Nrf2 PPI – disrupts human Keap1 binding to Nrf2 peptide. Q14145. Keap1 Kelch-Nrf2 peptide fluorescence polarization, 1536-well. inhibition, % at 9.4 µM. 340,000 compounds, 0.15% hits; in the data active = inhibition above about 12%;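 also: human Keap1 Kelch domain with fluorescein labeled Nrf2 9mer peptide probe; 0% = neutral control wells and 100% = peptide positive control; higher means more block of Keap1 binding to Nrf2 peptide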
# OPRM1-OPRD1 inv – inverse agonist of human OPRM1-OPRD1 heterodimerization; inhibition, % at 9.3 µM; cell-based MOR-DOR heterodimer luminescence, inverse agonism; AID 504357; P35372+P41143; 340,000 compounds, 0.21% hits; in the data active = inhibition above about 22%, passing the limit was not always enough;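 also: 0% = cells with DMSO and 100% = wells without cells with DMSO; values of inactives mirror those of a sister screen read the other way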
# * = called active by the depositor; · = no result given.
SMILES,Wnt act,RTF Ca sens act,V-ATPase pHluor,Pemphigus Ab inh,Arr AP2 block,OPRM1-OPRD1 ag,LANA DNA inh,RTF Ca sens inh,Keap1-Nrf2 PPI,OPRM1-OPRD1 inv
O=P(CCNCc1ccco1)(c1ccccc1)c1ccccc1,·,1,2,102,-5,-0.4,-1.2,-6,-3,2
CC(=O)Nc1ccccc1-c1nnc(SCc2ccccc2Cl)[nH]c1=O,·,10,1,98,-7,-2.8,0.5,-1,-9,14
C=C(C)CC(NCCc1ccccc1)c1ccco1 (centres undefined),6,-8,1,101,-5,0.2,0.8,-6,0,-1
O=c1cc(/N=C/c2coc3c(ccc4ccccc43)c2=O)[nH]c(=S)[nH]1,-1,-3,-1,101,-1,2.2,1.5,-2,-4,-16
CCN(CC)S(=O)(=O)c1ccc(N2CCOCC2)c(NS(=O)(=O)c2ccc(C(C)C)cc2)c1,-2,9,3,99,-12,-1.4,-0.2,-2,-6,6
CC(=O)Nc1sc2c(c1C(N)=O)CCC2,·,15,1,97,-4,-2.2,-0.2,-10,-1,12
COc1ccccc1NC(=O)c1c([N+](=O)[O-])c(C(C)(C)C)nn1C,0,7,3,107,23,-0.4,1.9,-6,-6,2
Cc1ccc(SCC(=O)Nc2ccc(S(N)(=O)=O)cc2)cc1,1,-4,2,105,10,-0.4,0.6,-5,2,2
CC1CCCCN1Cc1c(O)ccc2c(=O)c(-c3ccccc3)coc12 (centres undefined),1,-5,-2,104,11,-2.5,-2.2,1,6,12
COc1ccc(S(=O)(=O)N2CCC(CN3C(=O)c4cccc5cccc(c45)C3=O)CC2)cc1,·,0,2,98,9,0.7,-0.1,-15,-1,-4
CCCOc1ccc(N2C(=O)CC(SCc3nc4ccccc4[nH]3)C2=O)cc1 (centres undefined),-2,1,-1,95,1,0.4,-1.5,-13,-2,-3
CCCCn1nnnc1SCC(=O)c1ccccc1F,-5,-4,0,89,5,1.2,0.6,0,2,-9
Cc1cccc(C(=O)NCC(=O)NNC(=O)c2ccccc2O)c1,-2,0,3,·,2,-2.0,1.4,-3,-5,10
Cc1onc(-c2ccccc2)c1C(=O)OCC(=O)Nc1cc(S(=O)(=O)N2CCOCC2)ccc1Cl,-1,7,-6,98,25,1.0,2.1,-5,-2,-6
CCN=c1sc(C(=O)Nc2ccccc2)c(C)n1CC,-2,0,-3,110,-36,-2.7,0.6,8,0,13
CCCn1c2ccc(F)cc2c2nnc(NN)nc21,0,4,1,101,25,-1.3,0.5,-3,1,7
Cn1c(N)c(C(=O)COC(=O)c2ccc3c(c2)C(=O)N(c2ccc(Cl)cc2)C3=O)c(=O)n(C)c1=O,0,7,1,102,17,-2.2,1.3,-18,2,11
CC(C)CC(=O)N1CCN(C(=O)CCC2CCCC2)CC1,·,-4,-3,·,-2,-0.8,-0.2,-2,-2,3
O=C(Nc1cc(C(F)(F)F)ccc1Cl)c1cccc(N2C(=O)CCC2=O)c1,0,-3,0,100,22,-3.3,-0.1,-3,1,17
CC(Sc1ncc(C(F)(F)F)cc1Cl)C(=O)NC(N)=O (centres undefined),-1,2,2,105,5,1.5,0.2,7,-1,-8
CCC(C)c1ccc(NC(=O)NCCN2CCCCC2)cc1 (centres undefined),-3,-4,2,107,5,-0.1,-0.4,-3,-2,1
CC(C)(C)NC(=O)c1cccc(NC(=O)Cc2cccs2)c1,0,-2,1,102,-29,-1.6,0.7,2,0,8
CC1CC(C)CN(c2oc(-c3ccccc3F)nc2C#N)C1 (centres undefined),7,1,1,96,15,4.6,1.3,-1,1,-22
CC1Cc2ccccc2N1C(=O)c1ccc(N2CCCC2)c([N+](=O)[O-])c1 (centres undefined),-1,-3,3,95,4,2.3,-0.4,3,-1,-16
O=C1CN(C(=O)c2ccccc2F)C(c2ccccc2)c2cc(F)ccc2N1 (centres undefined),-1,0,10,99,20,-0.8,-1.2,-3,3,4
SMILES,Wnt act,RTF Ca sens act,V-ATPase pHluor,Pemphigus Ab inh,Arr AP2 block,OPRM1-OPRD1 ag,LANA DNA inh,RTF Ca sens inh,Keap1-Nrf2 PPI,OPRM1-OPRD1 inv
CCC1(C)Cc2c(sc3nc4n(c(=O)c23)CCS4)CO1 (centres undefined),-1,1,-3,114,1,-0.8,2.4,-11,3,4
CCOC(=O)c1ccc(-c2c(-c3cc(OC)c(OC)c(OC)c3)noc2C)cc1F,-6,-3,-5,104,1,-1.2,-0.8,6,-4,6
COCCn1c(SCC(=O)Nc2ccccc2F)nnc1-c1ccoc1C,-2,-5,4,102,23,0.7,-0.5,-12,-3,-6
CCOC(=O)N1CCC(n2c(=S)[nH]c3ccccc3c2=O)CC1,·,-3,5,101,-5,-1.0,7.9,-1,-5,5
Cc1nc2ccccn2c1C(=O)N/N=C/c1ccccc1Cl,0,1,2,101,0,-2.0,1.8,1,0,10
O=C(NC1CC1)C1Nc2ccc(OC(F)(F)F)cc2C2C=CCC12 (centres undefined),39*,3,-2,96,-1,-2.8,1.1,-2,-2,16
COc1ccc(N2CCN(C(=O)CN(C)S(=O)(=O)c3cc(C)ccc3OC)CC2)cc1,0,-4,-1,96,21,0.9,-3.1,-1,0,-4
C/C(=C\c1cc2ccccc2o1)C1Nc2cccc3cccc(c23)N1,-7,6,8,97,19,-2.5,0.7,-4,-7,13
CCC(=O)Nc1ccc(S(=O)(=O)Nc2cccc(C)c2)cc1OC,-10,0,-3,103,-1,-3.1,-0.6,2,-3,15
CCc1ccc(NC(=S)N2CCC(NC(=O)c3ccccc3)CC2)cc1,-2,2,-1,101,0,-1.7,-0.1,-1,-4,10
Cc1ccc(NS(=O)(=O)N2CCOCC2)cc1Cl,-2,0,-4,111,4,-2.2,-2.5,-5,0,12
O=C1c2cccnc2C(Nc2ccc(F)c(Cl)c2)N1Cc1cccs1 (centres undefined),-7,3,0,83,25,-1.6,-0.5,3,1,10
C=CCn1c(SCC(=O)Nc2cccc(S(=O)(=O)N(C)c3ccccc3)c2)nnc1C1CC1,0,0,4,·,-8,-3.6,0.5,-2,1,19
COc1cccc(/C=N/Nc2nc3ccccc3[nH]2)c1O,17,-5,-4,104,-5,1.3,0.3,-1,-6,-6
FC(F)(F)c1cc(C(F)(F)F)c2ccc(N3CCN(c4ncccn4)CC3)nc2n1,-4,4,-3,114,-4,-2.9,-0.2,-5,-3,16
O=[N+]([O-])c1ccc(CP(=O)(c2ccccc2)c2ccccc2)cc1,0,0,-1,132,24,0.3,3.3,-10,1,-1
Cc1cc(/C=N/NC(=O)c2ccc(O)cc2)c(C)n1C1CC1,-7,5,1,122,5,-0.8,-0.3,-10,-3,4
Cc1cc(C)c(S(=O)(=O)NCC(=O)O)cc1C,·,7,3,105,11,-2.2,1.6,-13,0,12
COc1ccc2c(-c3ccccc3)cc(SCC(=O)NC(N)=O)nc2c1,-3,4,-2,89,23,0.0,1.6,-6,4,0
CCC(CC)NC(=O)Cc1ccc(S(=O)(=O)N2CCOCC2)s1,2,8,0,110,-4,1.8,-0.1,-7,-6,-10
COc1cc(NC(=O)CN2CCC(C(N)=O)(N3CCCCC3)CC2)c(OC)cc1Cl,1,1,2,·,13,-1.0,-0.6,-7,-5,5
CC1=C(C(=O)OC(C)C)C(c2c(O)ccc3ccccc23)NC(=O)N1 (centres undefined),-2,0,-3,102,-4,-3.1,0.6,-3,-2,16
O=C(Nc1cc(Cl)ccc1Cl)P(=O)(O)c1ccccc1,-7,-1,2,96,-15,-2.9,-0.1,-3,-4,13
Cc1ccc(NC(=O)CO/N=C(\N)c2nonc2N)cc1,·,-3,-2,102,-3,-0.8,0.4,0,0,4
COc1ccc(NC(=O)COc2ccccc2Cc2ccccc2)cc1S(=O)(=O)N1CCOCC1,-3,-12,3,106,18,1.1,-1.2,-6,-6,-7

# Another view of four compounds above.
> O=[N+]([O-])c1ccc(CP(=O)(c2ccccc2)c2ccccc2)cc1
- Wnt act = 0
- RTF Ca sens act = 0
- V-ATPase pHluor = -1
- Pemphigus Ab inh = 132
- Arr AP2 block = 24
- OPRM1-OPRD1 ag = 0.3
- LANA DNA inh = 3.3
- RTF Ca sens inh = -10
- Keap1-Nrf2 PPI = 1
- OPRM1-OPRD1 inv = -1

> Cc1cc(/C=N/NC(=O)c2ccc(O)cc2)c(C)n1C1CC1
- Wnt act = -7
- RTF Ca sens act = 5
- V-ATPase pHluor = 1
- Pemphigus Ab inh = 122
- Arr AP2 block = 5
- OPRM1-OPRD1 ag = -0.8
- LANA DNA inh = -0.3
- RTF Ca sens inh = -10
- Keap1-Nrf2 PPI = -3
- OPRM1-OPRD1 inv = 4

> CCc1ccc(NC(=S)N2CCC(NC(=O)c3ccccc3)CC2)cc1
- Wnt act = -2
- RTF Ca sens act = 2
- V-ATPase pHluor = -1
- Pemphigus Ab inh = 101
- Arr AP2 block = 0
- OPRM1-OPRD1 ag = -1.7
- LANA DNA inh = -0.1
- RTF Ca sens inh = -1
- Keap1-Nrf2 PPI = -4
- OPRM1-OPRD1 inv = 10

> O=C(NC1CC1)C1Nc2ccc(OC(F)(F)F)cc2C2C=CCC12 (centres undefined)
- Wnt act = 39*
- RTF Ca sens act = 3
- V-ATPase pHluor = -2
- Pemphigus Ab inh = 96
- Arr AP2 block = -1
- OPRM1-OPRD1 ag = -2.8
- LANA DNA inh = 1.1
- RTF Ca sens inh = -2
- Keap1-Nrf2 PPI = -2
- OPRM1-OPRD1 inv = 16

# Next part.
SMILES,Wnt act,RTF Ca sens act,V-ATPase pHluor,Pemphigus Ab inh,Arr AP2 block,OPRM1-OPRD1 ag,LANA DNA inh,RTF Ca sens inh,Keap1-Nrf2 PPI,OPRM1-OPRD1 inv
Cc1ccc(NC(=O)CCC(=O)NNC(=S)Nc2ccc(F)cc2)c(C)c1,-3,-4,3,91,-5,-0.9,0.0,-15,3,6
COc1ccc(NC(=O)CSc2nc3ccccc3c(=O)n2CCNC(C)=O)cc1,·,0,8,98,6,-0.6,-1.6,-1,-3,3
COc1ccccc1CNS(=O)(=O)c1ccc2c(c1)NC(=O)CS2,0,3,0,100,-4,-1.9,0.6,-9,-1,10
C=CCc1c(C)nc2c(OC)cccc2c1Cl,0,8,10,106,-4,4.0,-1.0,-7,-5,-20
CCOc1ccc(NS(=O)(=O)c2ccc(NC(=O)c3ccccn3)cc2)cc1,-3,-3,0,102,1,-0.3,0.0,6,-1,1
C#CCSc1nnc(-c2sc(-c3ccccc3)nc2C)n1C,·,3,5,108,1,-2.1,1.2,15,-6,10

# Arranged by the number under Arr AP2 block (rising): 3 of the compounds above.
canonical_smiles,Wnt act,RTF Ca sens act,V-ATPase pHluor,Pemphigus Ab inh,Arr AP2 block,OPRM1-OPRD1 ag,LANA DNA inh,Keap1-Nrf2 PPI,OPRM1-OPRD1 inv
C=CCc1c(C)nc2c(OC)cccc2c1Cl,0,8,10,106,-4,4.0,-1.0,-5,-20
CCOc1ccc(NS(=O)(=O)c2ccc(NC(=O)c3ccccn3)cc2)cc1,-3,-3,0,102,1,-0.3,0.0,-1,1
COc1ccc(NC(=O)CSc2nc3ccccc3c(=O)n2CCNC(C)=O)cc1,·,0,8,98,6,-0.6,-1.6,-3,3

# Hits appear at their usual frequency; 3.1% or so of the library scored in one or more.
